Screens deposited in PubChem by several laboratories.
Wnt bcat act: Wnt/beta-catenin pathway activators, primary screen, cell-based, plate reader, single point | Wnt/beta-catenin reporter cell assay, activator | AID 743398, 2014 | actives 1.2% (n = 300,000) | activation, % at 9.35 µM; in the data active = activation above about 30%, passing the limit was not always enough;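 also: 0% = neutral control wells and 100% = positive control wells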
AddAB inh: growth inhibition of E. coli expressing H. pylori AddAB, primary screen, AddAB inhibitor project, absorbance; inhibition, % at 11.9 µM; actives 0.29% (n = 330,000); in the data active = inhibition above about 12%;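 also: 0% = vehicle wells of infected cells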
Tat transport: E. coli Tat export inhibitors, primary screen, MC4100, TorA-mCherry reporter, fluorescence, single point; inhibition, % at 10 µM; actives 0.036% (n = 340,000);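 active = mean replicate inhibition at least 50% and at least half of replicates individually reaching 50%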;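 also: exported cargo escapes ClpAP degradation while cytoplasmic cargo is degraded and loses fluorescence; 0% = median of neutral control wells and 100% = median of NaSCN control wells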
Rtt109 HAT inh: inhibitors of C. albicans Rtt109/Vps75 HAT, primary screen, biochemical, ThioGlo CoA-SH fluorescence, plate reader; Histone acetyltransferase RTT109 (Candida albicans (strain SC5314 / ATCC MYA-2876)), …; purified Rtt109/Vps75, 4 h; inhibition, % at 34.9 µM; actives 0.16% (n = 330,000); AID 540336, 2011;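 active = inhibition of at least 50% in every replicate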
Target sequence (Q5AAJ8 whole entry, looked up): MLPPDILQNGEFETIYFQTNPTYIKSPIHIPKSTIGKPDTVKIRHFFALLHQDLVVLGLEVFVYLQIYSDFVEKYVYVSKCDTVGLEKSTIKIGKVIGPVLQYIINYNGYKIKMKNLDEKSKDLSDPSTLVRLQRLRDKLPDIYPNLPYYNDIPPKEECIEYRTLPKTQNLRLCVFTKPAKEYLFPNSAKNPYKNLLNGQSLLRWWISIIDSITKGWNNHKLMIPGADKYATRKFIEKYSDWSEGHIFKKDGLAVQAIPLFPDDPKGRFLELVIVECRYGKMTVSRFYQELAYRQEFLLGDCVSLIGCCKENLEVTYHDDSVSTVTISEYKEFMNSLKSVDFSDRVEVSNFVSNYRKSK
DAGLB inh: DAGLB lipase inhibitors, primary screen, biochemical, fluorescence, HTS | actives 0.059% (n = 340,000) | Diacylglycerol lipase-beta (Homo sapiens), Q8NCG7 | HEK293T DAGLB membrane lysate, EnzChek fluorogenic substrate | inhibition, % at 5.17 µM; in the data active = inhibition above about 34%;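 also: 0% = enzyme with vehicle and 100% = wells lacking enzyme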
Target sequence (Q8NCG7 whole entry, looked up): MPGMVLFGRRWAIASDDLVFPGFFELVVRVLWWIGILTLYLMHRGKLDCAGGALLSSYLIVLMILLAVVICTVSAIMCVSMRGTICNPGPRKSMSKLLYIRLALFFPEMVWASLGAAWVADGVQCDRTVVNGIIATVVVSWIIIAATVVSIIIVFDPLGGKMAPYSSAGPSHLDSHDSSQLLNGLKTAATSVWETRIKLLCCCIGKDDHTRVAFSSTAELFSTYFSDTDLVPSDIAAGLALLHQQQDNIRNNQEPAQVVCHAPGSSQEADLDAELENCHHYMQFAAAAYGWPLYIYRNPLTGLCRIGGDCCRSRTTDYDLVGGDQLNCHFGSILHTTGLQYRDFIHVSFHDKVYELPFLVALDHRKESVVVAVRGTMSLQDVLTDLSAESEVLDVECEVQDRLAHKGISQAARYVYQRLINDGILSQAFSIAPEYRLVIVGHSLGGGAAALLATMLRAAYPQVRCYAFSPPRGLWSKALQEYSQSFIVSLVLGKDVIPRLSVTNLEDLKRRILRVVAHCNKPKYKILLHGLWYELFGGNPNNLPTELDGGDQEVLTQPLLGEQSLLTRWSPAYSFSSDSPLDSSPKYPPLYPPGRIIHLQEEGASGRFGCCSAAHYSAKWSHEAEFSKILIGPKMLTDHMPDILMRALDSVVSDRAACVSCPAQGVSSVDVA
E coli growth: E. coli V3065 growth inhibition, primary screen, counter-screen for AddAB inhibitor project, absorbance, OD600 | 18 h | inhibition, % at 11.9 µM | actives 0.27% (n = 330,000) | AID 449728, 2010;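 active = inhibition above the campaign's mean inhibition across all tested compounds plus 3 SD, cut at about 9.9% in these data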;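 also: uninfected addAB+ strain grown without phage in ampicillin broth; 0% = DMSO wells and 100% = ciprofloxacin 0.95 µg/ml wells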
CAL PDZ FP: CAL PDZ peptide-binding inhibitors, primary screen, biochemical, fluorescence polarization, Cer-tagged CAL PDZ, HTS; actives 0.02% (n = 330,000); Golgi-associated PDZ and coiled-coil motif-containing protein (Homo sapiens), Q9HD26; AID 504414, 2011; inhibition, % at 20 µM; purified CAL PDZ, TMR-peptide fluorescence polarization, 1 h;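 active = highest replicate inhibition of at least 40%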;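 also: plate controls were DMSO neutral control wells for no effect and unlabeled competitor peptide control wells for full effect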
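material = purified tagged CAL PDZ domain construct (CerCALP) | buffer or medium = sodium phosphate/NaCl buffer pH 7.4 with TCEP, IgG, Thesit | reagent = TMR-labelled reporter peptide T*-PRC34 bound in PDZ groove | incubation = 1 h room-temperature incubation prior to read | measured by = fluorescence polarization (mP) | evaluation = percent inhibition from loss of millipolarization | control set = unlabelled peptide and DMSO controls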
PvdQ inh: P. aeruginosa PvdQ acylase inhibitors, primary screen, biochemical, fluorescence, plate reader and imaging, single point | actives 0.063% (n = 340,000) | purified PvdQ acylase | inhibition, % at 10 µM | AID 488965, 2010; in the data active = inhibition above about 30%, passing the limit was not always enough;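 also: 0% = vehicle neutral wells and 100% = reference inhibitor wells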
PfHsp90 set2: growth inhibition of PfHsp90-expressing yeast, primary screen, antimalarial PfHsp90 inhibitor project, S. cerevisiae, BacTiter-Glo luminescence, single point, set 2; BacTiter-Glo ATP, 48 h; yeast lacking PDR1 and PDR3 efflux regulators; inhibition, % at 9.4 µM; actives 0.32% (n = 310,000); AID 504621, 2011;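 active = every replicate shows inhibition above about 80%, whatever the replicate mean, limit read from the data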;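 also: 0% = DMSO neutral controls and 100% = 20 µM radicicol positive controls; yeast relying on Plasmodium falciparum Hsp90 in place of its own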
phage Ecoli inh: growth loss of phage-infected E. coli, primary screen, RecBCD inhibitor project, absorbance, with phage, HTS | inhibition, % at 11.9 µM | actives 0.26% (n = 360,000) | AID 651602, 2012; in the data active = inhibition above about 11%
An asterisk follows results filed as active; nt = no result given; & = joins results of further samples. Rows are unselected (roughly 1.9% active in at least one column).

molecule	Wnt bcat act	AddAB inh	Tat transport	Rtt109 HAT inh	DAGLB inh	E coli growth	CAL PDZ FP	PvdQ inh	PfHsp90 set2	phage Ecoli inh
COc1cccc(NC(=O)NNC(=O)c2ccc3c(c2)NC(=O)C(C)(C)O3)c1	-1	3.4	15	-1	2	1.6	-2.6	-13	-8	1.1
COc1ccc(C)cc1NC(=O)C(=O)N1CCCC1	4	0.3	0	-2	-1	0.6	-0.6	0	18	0.8
CC(=O)c1cccc(CN2CCC(CO)(Cc3ccccc3)CC2)c1	6	3.5	-1	-3	-5	-0.9	0.2	2	15	4.0
O=C(Nc1cccc(Cl)c1)c1ccc(S(=O)(=O)NCC2CCCO2)cc1 (configuration not stated)	0	2.5	-1	-1	1	2.1	-3.1	-9	-31	1.1
CC/C(=N\O)C(C)(C)/[N+]([O-])=C/c1ccc(Br)cc1	nt	-2.6	-6	2	0	0.7	-2.8	-1	11	2.6
Cc1ccccc1N1CCN(C(=O)NCc2cccc(Cl)c2)CC1	-2	4.2	3	0	-10	-2.1	-1.7	-9	-60	1.7
O=C(CSc1ccc(Br)cc1)Nc1cccc(S(=O)(=O)N2CCOCC2)c1	3	nt	6	16	1	nt	-2.1	9	nt	5.6
Cc1cccc(C)c1OCC(O)CN1CCN(c2ccccc2)CC1 (configuration not stated)	-3	-0.3	-17	-7	-9	0.4	-0.4	-7	nt	0.6
Cc1cc(C(=O)CN2C(=O)c3ccccc3C2=O)c(C)n1C1CC1	nt	0.0	0	0	-1	1.6	-0.3	-6	3	1.1
Cc1cccc(N(CC(=O)NC(C)C)C(=O)CCC(=O)Nc2ccccn2)c1	-1	3.1	-4	11	-3	-2.1	-0.5	-16	-22	1.3

Continuation:
molecule	Wnt bcat act	AddAB inh	Tat transport	Rtt109 HAT inh	DAGLB inh	E coli growth	CAL PDZ FP	PvdQ inh	PfHsp90 set2	phage Ecoli inh
CN(C)/C(Cn1cncn1)=C1/N=C(c2ccccc2)OC1=O	0	3.5	-3	22	0	-2.6	-1.0	8	-3	3.1
COc1ccc(CNC(=O)C2CCCN2CCc2ccccc2)cc1OC (configuration not stated)	-1	5.2	4	-2	-1	1.0	-0.8	-8	-3	2.5
COc1ccc(C)cc1NC(=O)Cn1c(=O)oc2ccccc21	1	-1.7	-4	3	-2	0.4	-0.8	-18	14	4.0
COc1ccc(-c2cn(CCC(=O)NCc3ccc(C)cc3)c(-c3ccncc3)n2)cc1	7	1.6	-1	0	1	-1.9	-0.7	-12	28	2.5
CCC(=O)N1c2ccc(S(=O)(=O)N3CCOCC3)cc2CC1C (configuration not stated)	0	1.3	7	-9	2	-2.8	-2.0	-4	15	0.0
CC(=O)c1cccc(NS(=O)(=O)c2ccc(N/C=C/C(=O)c3ccc(F)cc3)cc2)c1	-7	1.8	2	1	-2	2.5	-0.6	-15	1	3.5
Cc1cc(N2CCOCC2)ccc1/C=C1\NC(=O)N(CC(=O)Nc2ccccc2C)C1=O	6	-1.9	8	13	2	-1.5	-1.2	10	-39	1.2
COc1ccccc1CCC(=O)N1CCN(S(=O)(=O)c2cc(C(F)(F)F)ccc2Cl)CC1	-4	0.9	3	7	-4	-0.5	-0.7	-5	-11	1.5
Cc1nc2ncnn2c(Nc2ccc3c(c2)OCO3)c1Cc1ccccc1	nt	1.8	9	-2	3	-1.3	-0.4	-11	-35	1.9
COC(=O)[C@H]1C[C@@H]1[C@H](NS(=O)(=O)c1ccc2ccccc2c1)c1ccccc1	-4	0.5	-4	-1	-3	1.7	-0.4	-13	16	1.9

Other entries.
molecule	Wnt bcat act	AddAB inh	Tat transport	Rtt109 HAT inh	DAGLB inh	E coli growth	CAL PDZ FP	PvdQ inh	PfHsp90 set2	phage Ecoli inh
O=C1CCCC/C1=N\Nc1ccc(OCc2ccccc2)cc1	nt	2.0	-1	nt	4	0.4	-1.9	-1	9	2.4
CCN(CC)C(=S)NC(=O)c1ccc(OC)c(Br)c1	-1	0.2	2	2	0	-2.6	0.9	-10	-9	-1.2
O=C(O)CN1C(=O)COc2ccc(S(=O)(=O)N3CCCCCC3)cc21	0	0.0	-2	-14	-1	0.8	-1.9	-15	9	1.7
CSc1cc(C)n(-c2ccccc2)c(=S)c1C(C)=O	nt	2.0	2	5	-1	0.6	0.4	-7	nt	1.7
COc1ccc(C(=O)Nc2ccc([N+](=O)[O-])cn2)cc1OC	0	0.3	2	2	3	-0.6	-0.3	-8	-27	1.7
CCN(CC)CCC(O)(c1ccccc1)C1CCCCC1 (configuration not stated)	1	0.0	-2	7	-1	0.7	-1.5	3	5	1.6
CCC(C(=O)NCc1ccco1)N(C(=O)CNS(=O)(=O)c1ccc(C)cc1)c1ccccc1OC (configuration not stated)	nt	nt	3	14	-1	nt	-0.1	-5	-9	1.7
Cc1cc(C)cc(NC(=O)COC(=O)c2ccc3c(c2)OCCO3)c1	4	0.4	3	7	-3	3.5	-0.4	-12	-10	-0.5
COc1ccc(-c2onc(C)c2-c2ccc(C(=O)OC(C)C)o2)c(O)c1	-2	2.9	-2	0	-4	-0.5	-4.0	-10	5	2.0
Cc1ccc2oc3ccccc3c(=O)c2c1	29	nt	3	4	-6	nt	-0.8	-8	-28	-0.3

The results go on.
molecule	Wnt bcat act	AddAB inh	Tat transport	Rtt109 HAT inh	DAGLB inh	E coli growth	CAL PDZ FP	PvdQ inh	PfHsp90 set2	phage Ecoli inh
COC(=O)c1cc(S(=O)(=O)NCc2cc(OC)c(OC)c(OC)c2)cn1C	-1	-1.2	-5	-17	-1	-0.9	0.7	-8	-4	0.3
CC(C)C(OC(=O)c1ccc(Cl)nc1)C(=O)NC1CCCCC1 (configuration not stated)	1	1.1	6	-4	-2	-1.1	-1.4	-11	22	1.1
NC1=NC(=O)C(CC(=O)Nc2ccc3c(c2)OCO3)S1 (configuration not stated)	3	2.8	6	3	0	-0.7	-2.1	1	9	2.3
CC(=O)c1c(C)oc2ccc(N(C(C)=O)S(=O)(=O)c3cccc4cccnc34)cc12	0	-0.6	-4	4	4	2.8	-0.6	4	-7	-1.6
CCOC(=O)CSc1nc2c(sc(=S)n2-c2ccccc2OC)c(=O)n1Cc1ccco1	nt	-1.1	10	6	-2	-3.7	-2.1	7	nt	1.9
C=CCNC(=O)c1onc(CSc2cccc3ccccc23)c1C(=O)O	1	1.6	2	-1	10	0.5	-1.2	-6	11	1.6
CCOC(=O)N1CCN(CC(=O)Nc2nc3ccc(OC)cc3s2)CC1	2	0.3	-9	6	-1	-2.6	-1.9	-6	1	1.7
S=c1nc(-c2cc(Cl)cc(Cl)c2)[nH][nH]1	0	0.6	-4	-9	-1	0.9	-0.4	16	-16	2.5
COc1ccc(-c2nc(SCC(=O)Nc3cccc(S(N)(=O)=O)c3)n[nH]2)cc1	11	nt	8	-6	1	nt	-3.8	-7	22	3.8
O=C(CSc1nnc(Cn2nnc3ccccc32)o1)Nc1cccc(Cl)c1	0	1.8	-1	3	1	-1.6	-0.4	-5	-12	2.7

The list continues:
molecule	Wnt bcat act	AddAB inh	Tat transport	Rtt109 HAT inh	DAGLB inh	E coli growth	CAL PDZ FP	PvdQ inh	PfHsp90 set2	phage Ecoli inh
O=C(COC(=O)c1ccc(Cl)nc1)Nc1cccnc1Cl	-5	1.4	-6	1	1	-2.7	-1.3	-7	-14	3.8
CCCN1CCC(NC(=O)Nc2ccccc2C(=O)OC)CC1	7	0.2	2	-53	0	0.9	-0.6	-9	0	0.4
Cc1cc(-c2ccc(S(=O)(=O)N(C)c3ccc(C)c(C)c3)s2)on1	-1	-16	2	-13	-15	0.6	0.2	-3	-18	0.6
COc1ccccc1CNC(=O)COC(=O)c1ccccc1-c1ccccc1	4	-0.4	-1	17	-6	3.6	-4.3	0	nt	1.4
COc1ccc(/C=C2\N=C3CCCCCN3C2=O)cc1	4	2.3	6	2	0	-2.8	-2.8	-19	-3	3.6
COCCOC(=O)C1=C(C)Nc2nc(C)nn2C1c1ccc(F)cc1 (configuration not stated)	-3&-2	0.2	1&3	6&-2	-1&0	-3.5	-1.3&-2.0	-9&-15	-18	2.7&1.7
O=C(NCCCN1CCN(c2ccccc2F)CC1)C1CC(=O)N(C2CCCC2)C1 (configuration not stated)	0	1.2	5	10	-1	-1.0	-1.5	-16	2	3.0
CO/N=C/NC(=O)c1c(OC)ccnc1Oc1ccccc1	nt	-1.1	10	-5	0	-1.8	-1.6	12	-8	-1.0
Cn1c(CCN2CCOCC2)nc2cc(NS(=O)(=O)c3ccccc3)ccc21	2	0.8	-7	-1	0	-0.9	-3.6	0	-26	2.0
Cc1cc(Cl)ccc1OCCCC(=O)NCCc1nnc2ccccn12	0	0.0	-3	-5	0	1.9	-0.4	-28	8	0.5

(cont.)
molecule	Wnt bcat act	AddAB inh	Tat transport	Rtt109 HAT inh	DAGLB inh	E coli growth	CAL PDZ FP	PvdQ inh	PfHsp90 set2	phage Ecoli inh
CC1CCN(CC(=O)Nc2cc(C(F)(F)F)ccc2Cl)CC1	-1	3.0	5	-4	-3	3.3	-2.7	-5	-6	3.0
CCN(CC)CCCNC(=O)/C(=C\c1cccn1C)NC(=O)c1cccs1	-4	1.5	-1	1	-1	0.2	-2.6	-3	12	0.7
O=C(NCc1cccs1)C1CCC(=O)N(Cc2cccc(C(F)(F)F)c2)C1 (configuration not stated)	0	4.9	0	36	-7	0.8	-2.6	11	-3	-0.2
CCOc1cc(Br)c(CC(=O)NC2CCCCCC2)cc1OCC	0	3.1	-5	-4	-2	-3.3	-3.5	-12	21	1.8
COc1ccccc1NC(=O)c1cc2c(CO)cnc(C)c2oc1=Nc1cc(OC)c(OC)c(OC)c1	1	1.6	2	-9	0	0.3	1.2	-10	8	0.7
Nc1nc2c(s1)C(=O)CC(c1ccccc1)C2 (configuration not stated)	nt	0.0	-1	2	1	1.9	-0.8	-10	-17	3.1
CC1SC(C)C(=O)N(CC(=O)Nc2ccc([N+](=O)[O-])cc2)C1=O (configuration not stated)	-3	1.2	10	3	-2	1.3	-1.8	-3	19	1.3
CN(CCOC(=O)c1ccc2c(c1)OCCO2)Cc1ccccc1	nt	0.8	1	2	-4	1.0	-1.7	-4	-4	3.0
O=C(NCCCNC(=O)c1ccccc1Cl)c1cnccn1	-2	1.0	-1	2	-2	-0.6	-1.5	-2	24	-0.2
N#Cc1c(NC(=O)CSc2nnc(-c3ccncc3)n2CC2CCCO2)sc2c1CCCC2 (configuration not stated)	-3	2.9	-9	1	1	-0.6	0.1	-10	9	0.6
Cc1ccc([N+](=O)[O-])c(C(=O)N/N=C/c2cccnc2)c1	-2	2.2	2	-15	2	1.9	-1.1	-8	3	2.0
Cc1cc(NC(=O)CN2CCN(c3ccccn3)CC2)ccc1Br	7	-1.1	-4	3	-5	-0.2	-0.7	2	-3	0.9
Cn1c(=O)c2c(nc(CN3CCN(C(c4ccccc4)c4ccccc4)CC3)n2CCCO)n(C)c1=O	-2	0.7	-1	5	-2	0.2	0.4	-18	13	0.2
